ASAP1 GAP inh = inhibitors of human ASAP1 ArfGAP activity, primary screen, biochemical, fluorescence polarization; inhibition, % at 16.5 µM; 360,000 compounds, 0.19% hits; ASAP1-stimulated ARF1 GTP hydrolysis, GDP FP detection; Arf-GAP with SH3 domain, ANK repeat and PH domain-containing protein 1 (Homo sapiens), …; in the data active = inhibition above about 25%;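 note: 0% = vehicle with enzyme and substrate and 100% = no enzyme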
TDP2 inh = human TDP2 enzyme inhibitors, primary screen, biochemical, epi absorbance, recombinant enzyme; Tyrosyl-DNA phosphodiesterase 2 (Homo sapiens), O95551; T5PNP hydrolysis, p-nitrophenol absorbance 415 nm; inhibition, % at 12.8 µM; 370,000 compounds, 0.34% hits; AID 720702, 2013;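 active = inhibition above the mean of all tested compounds plus 3 SD, set per campaign, cut at about 25% in these data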;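 note: 0% = DMSO with enzyme and 100% = buffer with substrate but no TDP2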
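System – recombinant human TDP2 · Amount – 120 nM TDP2 per well · Buffer or medium – Mg2+-containing Tris-HCl buffer, pH 7.5 · Reagent – T5PNP substrate, 5 mM · Dosing – 12.8 µM single point, 1% DMSO · Incubation – 2 h at 37 °C · Measured by – epi absorbance · Read-out basis – percent inhibition · Benchmarks – high control without enzyme, low control DMSO plus TDP2 · Repeats – singlicate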
PLCg1 inh = PLC-gamma1 enzyme inhibitors, primary screen, biochemical, fluorescence, purified enzyme | 1-phosphatidylinositol 4,5-bisphosphate phosphodiesterase gamma-1 (Homo sapiens), P19174 | fluorogenic substrate | inhibition, % at 12.2 µM | 370,000 compounds, 0.84% hits | AID 720700, 2013; in the data active = inhibition above about 9.5%
proKLK7 act = proKLK7 zymogen activators, primary screen, biochemical, fluorescence intensity. purified proKLK7, EDANS-DABCYL substrate fluorescence; 100% is mature enzyme control, 0% vehicle. activation, % at 7 µM. 370,000 compounds, 0.9% hits;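 active = activation above the mean of all tested compounds plus 3 SD, computed per campaign excluding outliers beyond control limits, cut at about 13% in these data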
LEDGF integ inh = blockers of LEDGF/p75-dependent integrase strand transfer – biochemical, TR-FRET, high throughput, primary screen | HIV-1 integrase (with human LEDGF/p75) | TR-FRET IN-LEDGF/p75 DNA integration, Eu/Cy5 | inhibition, % at 3.7 µM | 370,000 compounds, 0.64% hits | AID 743269, 2014;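 active = inhibition above the screen-wide mean plus 3 SD, cut at about 13% in these data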;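 note: signal is the Cy5 over europium emission ratio at 671 and 618 nm; 0% = plate median of compound wells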
ARFGAP1 inhibitor = inhibitors of rat ARFGAP1 GAP activity, primary screen, biochemical, fluorescence polarization, GDP tracer. ADP-ribosylation factor GTPase-activating protein 1 (Rattus norvegicus), Q62848. Arfgap1-stimulated ARF1 GTP hydrolysis, GDP FP detection. inhibition, % at 16.5 µM. 360,000 compounds, 0.26% hits. AID 651572, 2012;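 active = inhibition above a per-plate limit, mean inhibition of low control wells plus 3 SD, cut at about 25% in these data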;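 note: 0% = DMSO wells with enzyme and 100% = wells lacking Arfgap1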
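Material – truncated rat Arfgap1 GAP domain · Buffer or medium – HEPES-based buffer, pH 7.5 · Reagent – human ARF1(Δ1-17)-GTP substrate · Dosing – 16.5 µM single point, 1.26% DMSO · Schedule – GTP hydrolysis reaction 2 h at 25 °C · Technique – GDP detection by fluorescence polarization · Benchmarks – No-Arfgap1 wells (100%) versus DMSO full-reaction wells (0%) · Repeats – single replicate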
ADAM10 inh = human ADAM10 inhibitors, primary screen, biochemical, QFRET, HTS | inhibition, % at 7 µM | recombinant ADAM10, EDANS/DABCYL FRET peptide cleavage, 3 h | 370,000 compounds, 0.62% hits;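 active = inhibition above a per-campaign cutoff equal to the mean of compounds falling between control-based bounds plus 3 SD, cut at about 20% in these data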;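 note: 0% = DMSO wells while the 100% control is not disclosed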
DDE Tn7 FP inh = inhibitors of Tn7 peptide binding to fibrin DD(E), primary screen, biochemical, fluorescence polarization, human fibrin, Tn7 probe. inhibition, % at 8.3 µM. 370,000 compounds, 0.13% hits. FP displacement of FITC-Tn7 peptide from fibrin DD(E); 0% = median of compound wells per plate;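 active = inhibition above the mean of compounds falling within the control limits plus 3 SD of them, cut at about 14% in these data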;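 note: 0% = plate median of compound wells and 100% = 10 µM Aha-Tn7 peptide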
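Test system: human clot-derived fibrin DD(E) complex / Quantity: 2 µM final DD(E) protein / Incubation: 10 min plus 3 h, room temperature / Measured by: fluorescence polarization / Benchmarks: high control of 10 µM Aha-Tn7 peptide / Replicates: singlicate testing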
Tn6 DDE FP = inhibitors of Tn6 peptide binding to fibrin DD(E), primary screen, biochemical, fluorescence polarization, human fibrin, Tn6 probe. Fibrin DD(E) TRITC-Tn6 fluorescence polarization displacement. 370,000 compounds, 0.21% hits. inhibition, % at 8.3 µM;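 active = inhibition above a per-campaign cutoff: mean of compounds within control limits plus 3 SD, cut at about 15% in these data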;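 note: 0% = median of all compound wells on the plate and 100% = blocking peptide control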
ADAM17 inh = ADAM17 inhibitors, primary screen, biochemical, QFRET; Disintegrin and metalloproteinase domain-containing protein 17 (Homo sapiens), P78536; recombinant ADAM17, EDANS/DABCYL FRET peptide cleavage; inhibition, % at 6.95 µM; 370,000 compounds, 0.83% hits; AID 720648, 2013;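 active = inhibition above the mean of compounds lying between control limits plus 3 SD, set per campaign, cut at about 8.5% in these data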;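 note: 0% = DMSO-only wells as the low control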
An asterisk follows results filed as active; & = joins results of further samples. Hits appear at their usual frequency; about 4.2% have a hit in one of these screens.

SMILES	ASAP1 GAP inh	TDP2 inh	PLCg1 inh	proKLK7 act	LEDGF integ inh	ARFGAP1 inhibitor	ADAM10 inh	DDE Tn7 FP inh	Tn6 DDE FP	ADAM17 inh
COc1ccc(-c2cn[nH]c2-c2ccc(OCc3ccccc3)cc2O)cc1OC	-2	-16	1	-0.2	4	10	33*	-1	2	9.7*
O=C(Cn1cc(Cl)c([N+](=O)[O-])n1)NCCC1=CCCCC1	-2	-1	0	-0.8	1	-4	-1	13	-5	1
COc1ccc(S(=O)(=O)N2CCc3ccccc3C2)cc1C(=O)O	-6	15	1	0.1	3	1	-1	-4	-6	1
Cc1cc2nc(/N=C(\N)NC(=O)N3c4ccccc4Sc4ccccc43)nc(C)c2cc1C	4&13	-18&-4	-16&-10	-1.9&-1.2	3&1	4&-9	-38&-9	-1&2	-8&-1	-14&-8
COCC(=O)N1CCN(C(=O)C(=O)c2cccc(C(F)(F)F)c2)CC1	-1	-6	6	0.1	3	-1	-21	0	-6	-4
O=C(O)/C=C/c1ccccc1[N+](=O)[O-]	-5	15	1	-0.3	1	6	-5	-1	-3	-5
CCOc1cccc(-c2cc(=O)[nH][nH]2)c1	10	45*	-3	0.2	29*	3	-8	-5	2	-1
CCCNC(=O)C1(C)CCCN(Cc2csc(-c3ccccc3)n2)C1 (centres undefined)	-9	-9	-1	-0.4	-1	7	-8	-5	-1	-4
COCCn1c(SCC(=O)Nc2cccc(F)c2)nc2c([nH]c3ccccc32)c1=O	2	-1	2	-0.5	-5	-3	-4	1	9	-2
CCCCCN(C(=O)COC(=O)c1ccc(Br)o1)c1c(N)n(CCCC)c(=O)[nH]c1=O	-17	15	-2	-0.7	6	-1	-6	3	-12	-5
COc1ccc(CCNC(=O)c2cc(C(=O)c3cc(C)ccc3O)cn(CCc3ccc(OC)cc3)c2=O)cc1	8	2	-2	0.0	-2	-6	-1	1	-2	1
COc1ccccc1-n1cc(CN2CCN(C3CCCCC3)C(CCO)C2)cn1 (centres undefined)	-3	9	1	0.2	2	-5	4	-3	1	1

By substructure: the compounds so far with four or more nitrogen atoms.
SMILES	ASAP1 GAP inh	TDP2 inh	PLCg1 inh	proKLK7 act	LEDGF integ inh	ARFGAP1 inhibitor	ADAM10 inh	DDE Tn7 FP inh	Tn6 DDE FP	ADAM17 inh
O=C(Cn1cc(Cl)c([N+](=O)[O-])n1)NCCC1=CCCCC1	-2	-1	0	-0.8	1	-4	-1	13	-5	1
Cc1cc2nc(/N=C(\N)NC(=O)N3c4ccccc4Sc4ccccc43)nc(C)c2cc1C	4&13	-18&-4	-16&-10	-1.9&-1.2	3&1	4&-9	-38&-9	-1&2	-8&-1	-14&-8
COCCn1c(SCC(=O)Nc2cccc(F)c2)nc2c([nH]c3ccccc32)c1=O	2	-1	2	-0.5	-5	-3	-4	1	9	-2
CCCCCN(C(=O)COC(=O)c1ccc(Br)o1)c1c(N)n(CCCC)c(=O)[nH]c1=O	-17	15	-2	-0.7	6	-1	-6	3	-12	-5
COc1ccccc1-n1cc(CN2CCN(C3CCCCC3)C(CCO)C2)cn1 (centres undefined)	-3	9	1	0.2	2	-5	4	-3	1	1

New compounds follow
SMILES	ASAP1 GAP inh	TDP2 inh	PLCg1 inh	proKLK7 act	LEDGF integ inh	ARFGAP1 inhibitor	ADAM10 inh	DDE Tn7 FP inh	Tn6 DDE FP	ADAM17 inh
O=C(Nc1ccc2cccnc2c1)c1ccc(Br)cc1	7	-7	-7	-2.1	0	-4	7	4	2	-1
CCCCc1nnc(NC(=O)C2CCCO2)s1 (centres undefined)	-1	-7	2	0.3	6	2	2	4	3	0
Cc1ccc(S(=O)(=O)NC(CC(=O)N2CCc3ccccc32)c2ccco2)cc1 (centres undefined)	2	1	3	0.3	-2	3	4	-7	-2	0
c1ccc(CNn2nnnc2-c2ccccc2)cc1	3	6	0	-0.4	0	4	-1	4	9	-2
CCn1c(=O)c(=O)n(CC)c2cc(S(=O)(=O)N3CCc4ccccc43)ccc21	3	1	1	-0.8	1	-16	-1	11	4	2
COc1ccc(/C=C(\NC(=O)c2ccc(Cl)cc2)C(=O)NCc2cccnc2)cc1OC	-2	4	-4	-0.6	0	15	-6	4	2	0
CN(C)CCn1c(C(=O)Nc2ccccc2)cc2ccccc21	0	1	1	-0.2	0	3	6	4	10	0
COc1cc(/C=C(\CCC(=O)O)c2nc3ccccc3s2)ccc1OCC(=O)Nc1c(Cl)cccc1Cl	-21	-4	-6	0.8	3	8	-19	-6	3	-7
Cc1ccc(/C=N/NC(=O)CSc2nc3ccccc3c(=O)n2-c2ccccc2)s1	-5	-13	0	0.0	-6	-4	-4	0	0	-3
CN(C(=O)COC(=O)c1cc(S(=O)(=O)N2CCOCC2)ccc1F)C1CCS(=O)(=O)C1 (centres undefined)	-4	1	7	0.7	-3	-2	-12	-2	8	-2
N/C(Cc1ccc(Cl)cc1)=N\OC(=O)c1ccc2ccccc2c1	7	5	-3	0.0	-3	-8	5	2	-6	-2
O=C(NCCc1ccccc1)c1[nH]c(C(F)(F)F)nc1-c1ccccc1	7	-11	0	0.7	-3	0	-15	-3	3	1

Whole records as entered above. Order of screens: ASAP1 GAP inh | TDP2 inh | PLCg1 inh | proKLK7 act | LEDGF integ inh | ARFGAP1 inhibitor | ADAM10 inh | DDE Tn7 FP inh | Tn6 DDE FP | ADAM17 inh
Shown for CCCCc1nnc(NC(=O)C2CCCO2)s1 (centres undefined) : -1 | -7 | 2 | 0.3 | 6 | 2 | 2 | 4 | 3 | 0
Shown for Cc1ccc(/C=N/NC(=O)CSc2nc3ccccc3c(=O)n2-c2ccccc2)s1 : -5 | -13 | 0 | 0.0 | -6 | -4 | -4 | 0 | 0 | -3

(next part)
SMILES	ASAP1 GAP inh	TDP2 inh	PLCg1 inh	proKLK7 act	LEDGF integ inh	ARFGAP1 inhibitor	ADAM10 inh	DDE Tn7 FP inh	Tn6 DDE FP	ADAM17 inh
O=C1CN(C(=O)c2ccco2)C(c2ccccc2)c2cc(Cl)ccc2N1 (centres undefined)	3	1	3	-0.1	1	4	-2	3	0	-3
CCn1nc(C(=O)OCC(=O)N(CC(C)C)c2c(N)n(Cc3ccccc3)c(=O)[nH]c2=O)c2ccccc2c1=O	-3	-1	-1	0.1	1	-7	-9	8	0	-2
Fc1ccc(CNc2ncnc3cc(Cl)ccc23)cc1	6	1	-8	-0.4	0	9	-3	-1	8	-4
CCCCC1CC2=C(C(=O)OC(C)(C)O2)C(c2ccc(F)cc2)O1 (centres undefined)	-2	-8	1	-0.2	1	-9	-1	5	-10	-4
COc1ccc(CN=C(Nc2ccccc2)SC2CC(=O)NC2=O)cc1 (centres undefined)	-3	-10	5	0.6	11	-14	6	3	5	3
CCCc1c(Cc2cccc(F)c2)ncn1Cc1cccc(-c2ccccc2)c1	2	1	-4	0.7	1	-5	-9	9	3	-3
COc1ccc(CNC(=O)CC2Sc3ccccc3NC2=O)cc1 (centres undefined)	0	2	1	-0.8	0	8	6	-3	1	2
CCNc1nc(Sc2ccc(C)cc2)cc(C(F)(F)F)n1	1	-4	-1	-1.4	1	-2	2	-4	0	0
C/C(=N\NC(=O)C1CC1(C)c1ccccc1)c1ccco1 (centres undefined)	2	-1	-3	-0.3	-1	6	7	9	3	-2
O=C(c1ccc(F)cc1)N1CCC(C(=O)N2CCN(S(=O)(=O)c3cccc(Cl)c3)CC2)CC1	3	-6	3	0.1	6	0	-4	1	0	9.6*
C=CCNc1cc(C)oc(=O)c1C(=O)CC	-5	12	1	-0.4	-1	-7	7	3	0	-2
CS(=O)(=O)NC1c2cccc3cccc(c23)C1N1CCOCC1 (centres undefined)	2	-7	-1	-0.5	0	-2	-10	-1	2	-5
Cc1ccc(SC(C)C(=O)NCc2ccncc2)cc1 (centres undefined)	6	-14	0	0.1	-6	3	-1	-2	1	-3
Cc1c(NC(=O)CN2c3cccc4cccc(c34)S2(=O)=O)c(=O)n(-c2ccccc2)n1C	-3	7	-141	3.6	0	-9	-154	-3	4	-38
CN(C(=O)c1ccccc1)C(=O)c1ccccc1	2	5	0	-0.3	0	7	-4	1	5	0
O=CN/C=C/c1cccc(O)c1	5	-10	3	1.2	3	15	1	-10	-11	-3
Cc1nc2ccc(S(=O)(=O)NCC(=O)NCCN3CCCCCC3)cc2s1	-1	-5	-7	0.1	-1	10	0	8	-8	-2
CC1CCN(C(=O)c2nc[nH]c2C(=O)N2CCC(C)CC2)CC1	0	-16	7	-0.5	-2	5	-5	-2	9	3
Cn1c(=O)c2c(SCc3cccc(C(F)(F)F)c3)nc(-c3ccco3)nc2n(C)c1=O	2	-7	0	-0.6	2	10	4	-7	-1	-1
Cc1ccc(C(=O)NC2CCN(C(=O)N3CCOCC3)CC2)cc1	-3	-3	4	0.3	0	1	6	2	5	0
C[C@H](CO)N1C[C@H](C)[C@@H](CN(C)C(=O)Nc2ccc3c(c2)OCO3)Oc2c(NC(=O)Nc3ccc4c(c3)OCO4)cccc2C1=O	3	6	-7	0.9	-3	5	0	-3	7	0
Cc1[nH]c2ccc(-c3n[nH]c(=S)n3Cc3ccccc3)cc2c1C	13	-6	-8	-0.1	3	9	16	-8	2	5
CN1CCc2nc(NC(=O)COc3ccc(C#N)cc3)sc2C1	2	8	-2	0.6	2	9	-7	0	-1	-1
CC(OC(=O)c1ccc(Cl)c(S(=O)(=O)Nc2ccc(F)cc2)c1)C(=O)NC(N)=O (centres undefined)	-4	-1	-1	0.5	-5	1	1	5	1	-5
